D2 agonist = agonists of human D2 dopamine receptor; HEK293 T-REx D2 cells, calcium flux agonist mode; activation, % at 2 µM; 0.53% of 340,000 active; AID 485358;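 active means activation over 3 SD above normal in the single-dose calcium agonist read, cut at about 30% in these data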; further: 0% is about no effect
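Agonism is scored from calcium flux in a force-coupled, inducible HEK293 cell line expressing D2, read kinetically for 180 s after compound addition against dopamine controls.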
Vif-A3G inh = inhibitors of Vif-APOBEC3G interaction. Q9HC16. HeLa A3G-eYFP + Vif (tagged APOBEC3G with the HIV-1 protein that degrades it), YFP fluorescence, overnight. Potency, µM (top dose mostly 46.1 µM), for the others: at the highest dose activity, negative = active, most hits filed as inhibitors. 0.076% of 410,000 active;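 further: potency means the concentration at half of the fitted maximal effect; on the % scale 0 is the no-effect control and ±100 the full control effect; nearly all actives have a fitted effect of over 60% in size; hits raise eYFP signal because A3G escapes Vif-driven loss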
Target sequence (Q9HC16 whole entry, looked up): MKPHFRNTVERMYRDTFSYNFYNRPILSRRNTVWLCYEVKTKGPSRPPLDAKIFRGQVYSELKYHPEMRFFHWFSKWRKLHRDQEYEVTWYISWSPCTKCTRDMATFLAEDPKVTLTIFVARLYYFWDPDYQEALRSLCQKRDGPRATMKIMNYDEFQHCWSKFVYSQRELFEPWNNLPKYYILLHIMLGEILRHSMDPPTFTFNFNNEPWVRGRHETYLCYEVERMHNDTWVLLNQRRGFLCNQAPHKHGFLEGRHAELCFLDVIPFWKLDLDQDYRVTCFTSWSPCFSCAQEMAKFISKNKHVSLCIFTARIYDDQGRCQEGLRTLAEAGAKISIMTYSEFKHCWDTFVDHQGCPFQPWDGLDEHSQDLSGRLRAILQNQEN
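HeLa cells stably expressing Vif and C-terminally eYFP-tagged A3G, seeded overnight at 37 deg C, then exposed to compound by pintool overnight at 37 deg C. Rise in yellow fluorescence (Ex 488/Em 500-530, Acumen) marks blocked Vif-driven A3G degradation.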
LDHA inh = LDHA (human) enzyme inhibition | AID 1347041 | purified LDHA, NADH/diaphorase-resazurin fluorescence; active compounds read low | P00338 | 0.15% of 480,000 active | activity change, % (values are at about 110 or 230 µM); in the data active means activity change below about -30%; inconclusive means mostly about -25% to -30%;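 further: plate controls were DMSO wells for no effect and wells without enzyme for full effect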
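LDH5 2 nM; NADH 0.06 mM, pyruvate 0.2 mM; 200 mM Tris pH 7.4, EDTA, Tween-20; 5 min RT. Detection: diaphorase 0.133 mg/mL + resazurin 37 µM, fluorescence ex540/em590 at 0 and 20 min; normalized to enzyme-free and DMSO wells.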
12-LOX inh = inhibitors of human 12S-lipoxygenase ALOX12; P18054; purified 12hLO, xylenol orange hydroperoxide absorbance; Potency, µM (highest dose often 108 µM), for inactives: at the highest dose activity change, negative = inhibition, most hits filed as inhibitors; 1.1% of 580,000 active; AID 1671190; further: potency means the concentration at half of the fitted maximal effect; on the % scale 0 is the no-effect control and ±100 the full control effect
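Purified human 12hLO (150 nM final) in 25 mM Hepes, 0.01% Triton X-100, pH 7.0 was preincubated 15 min at room temperature with compound. Then 40 uM arachidonic acid was added, 30 min. Hydroperoxide was read by Fe-XO absorbance ratio 573/405 nm.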
RGS4 inh = human RGS4 inhibition | Transcreener GDP fluorescence polarization, RGS4-accelerated GTP hydrolysis | Potency, µM (doses to about 114 µM), for the others: top-dose activity change, negative = inhibition, actives largely listed as inhibitors | 0.039% of 390,000 active | AID 504845; further: potency means the concentration at half of the fitted maximal effect; on the % scale 0 is the no-effect control and ±100 the full control effect; nearly all actives have a fitted effect of over 75% in size; some results filed as inactive show a strong effect at the top dose
Target sequence (P49798 whole entry, looked up): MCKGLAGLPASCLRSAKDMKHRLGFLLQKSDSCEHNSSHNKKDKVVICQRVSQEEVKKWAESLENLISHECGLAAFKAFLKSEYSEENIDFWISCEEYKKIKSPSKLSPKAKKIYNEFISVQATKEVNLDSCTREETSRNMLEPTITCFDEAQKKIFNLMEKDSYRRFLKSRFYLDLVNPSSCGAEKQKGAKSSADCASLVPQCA
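MLSMR compounds (23 nl, pin-transferred) preincubated 10 min at room temperature with a 500nM (2x) first reagent, then RGS4 at 900nM (2x) plus Transcreener GDP mix added; fluorescence polarization (620/688 nm) read before and after 90 min at 30 °C.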
D2 antag = antagonists of human D2 dopamine receptor. AID 485344. 2% of 340,000 active. P14416. inhibition, % at 10 µM. HEK293 TREx D2 cells, calcium flux, dopamine EC80; in the data active means inhibition above about 30%; further: 0% is about no effect
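Inhibition of EC80 dopamine-driven calcium flux, recorded kinetically, defines activity here; cells are a tetracycline-induced HEK293 T-REx line expressing force-coupled D2.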
Vif-A3F inh = blocks the Vif interaction with APOBEC3F; HeLa A3F-eYFP + Vif (tagged APOBEC3F with the HIV-1 protein that degrades it), YFP fluorescence increase; Potency, µM (top dose mostly 46.1 µM), inactives show at the highest dose activity, negative = active; 0.2% of 390,000 active; further: potency means the concentration at half of the fitted maximal effect; % of control where 0% means no effect; nearly all actives have a fitted effect of over 65% in size
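Fluorescence increase (Ex 488/Em 500-530) after overnight compound treatment at 37 deg C flags inhibition of Vif-driven A3F-eYFP loss in stable HeLa A3F-eYFP/Vif cells seeded overnight beforehand.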
ERG Ets-DNA blk = blocks human ERG Ets domain binding to DNA; P11308; fluorescence polarization, His-ERG Ets domain / labelled DNA; Potency, µM (highest dose often 76.9 µM), without a hit: at the top dose FP activity, negative = inhibition, hits mostly inhibitors; 0.028% of 370,000 active; AID 624246; active means well fitted inhibition curve with a large enough effect in the polarisation, with a control signal flat; inconclusive means small, poorly fitted or top-dose-only effect, or effect the other way, or a change in a side signal; inactive means no such curve, though single readings can be large or run the other way; the % refers to the polarisation;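 further: polarization taken with two DNA probes labelled with fluorescein and Texas red; potency means the concentration at half of the fitted maximal effect; % of control where 0% means no effect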
Target sequence (P11308 whole entry, looked up, the tested form may be a part): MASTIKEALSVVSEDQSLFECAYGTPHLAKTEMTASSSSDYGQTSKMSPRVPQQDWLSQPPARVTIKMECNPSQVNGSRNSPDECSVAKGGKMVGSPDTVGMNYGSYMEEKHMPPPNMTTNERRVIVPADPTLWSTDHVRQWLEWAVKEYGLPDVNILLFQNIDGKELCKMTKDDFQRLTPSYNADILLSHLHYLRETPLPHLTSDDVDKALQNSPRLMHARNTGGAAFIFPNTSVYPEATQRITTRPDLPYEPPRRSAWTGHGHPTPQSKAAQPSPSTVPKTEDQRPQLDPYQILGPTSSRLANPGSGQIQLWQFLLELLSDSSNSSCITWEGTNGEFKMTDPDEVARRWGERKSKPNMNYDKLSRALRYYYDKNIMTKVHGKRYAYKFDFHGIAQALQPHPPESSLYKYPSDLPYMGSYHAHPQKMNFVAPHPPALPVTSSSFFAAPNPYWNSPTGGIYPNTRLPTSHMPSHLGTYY
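His-tagged ERG Ets domain (1 uM in the protein solution; 300mM KCl, 50mM Tris-HCl, 1mM EDTA, 1mM DTT, pH 7.5) received compound, then a probe mix of 5 nM fluorescein-DNA and 100nM Texas-615-DNA. Fluorescence polarization was read for both dyes.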
GRP78 ERSR act = inducers of ER stress response in human glioma cells. U87-MG GRP78 promoter luciferase reporter, 16 h. Potency, µM, for the others: at the top dose activation, usual class: activators. 0.02% of 420,000 active. AID 602332; further: potency means the concentration at half of the fitted maximal effect; series mostly up to about 76 µM; % of control where 0% means no effect; nearly all actives have a fitted effect of over 35% in size
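ERSR induction read as luciferase luminescence (Bright-Glo, 10 min at room temperature) in stably transfected human U87-MG glioma cells exposed to compounds for 16 h, using GRP78 as sensor.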
The depositor's hits bear a star; ? = inconclusive; . = no result given; & = joins results of further samples; [ ] = remark or other dose. Unless noted, the call rests on the fitted dose curve; in most records, active means well fitted curve in the direction sought with a large enough effect; inconclusive means small, poorly fitted or top-dose-only effect, or another doubt; inactive means no such curve, though single readings can be large; an effect the other way counts as inactive or inconclusive.

The first 3 compounds, to show the layout:
SMILES	D2 agonist	Vif-A3G inh	LDHA inh	12-LOX inh	RGS4 inh	D2 antag	Vif-A3F inh	ERG Ets-DNA blk	GRP78 ERSR act
O=C(Nc1cccc(Cl)c1)c1cc([N+](=O)[O-])ccc1N1CCN(CCO)CC1	1.3	9%	0	-2%	13%	8	5%	3%	3%
CC(C)c1ccc(/C=C/C(=O)O)cc1	-1.4	-4%	-4	0%	-11%	-3	9%	11%	3%
Cc1noc(C)c1NC(=O)N(C)C[C@H]1Oc2ccc(NC(=O)Cn3cnnn3)cc2C(=O)N([C@H](C)CO)C[C@@H]1C	.	-3%	2	-3%	3%	.	-5%	1%	-3%

All compounds of this part, from the first entry:
SMILES	D2 agonist	Vif-A3G inh	LDHA inh	12-LOX inh	RGS4 inh	D2 antag	Vif-A3F inh	ERG Ets-DNA blk	GRP78 ERSR act
O=C(Nc1cccc(Cl)c1)c1cc([N+](=O)[O-])ccc1N1CCN(CCO)CC1	1.3	9%	0	-2%	13%	8	5%	3%	3%
CC(C)c1ccc(/C=C/C(=O)O)cc1	-1.4	-4%	-4	0%	-11%	-3	9%	11%	3%
Cc1noc(C)c1NC(=O)N(C)C[C@H]1Oc2ccc(NC(=O)Cn3cnnn3)cc2C(=O)N([C@H](C)CO)C[C@@H]1C	.	-3%	2	-3%	3%	.	-5%	1%	-3%
Cc1ccccc1Nc1nc(NCc2ccco2)c2ccccc2n1	0.1	-26%	11&-3	?	-6%	-16	-4%	-3%	-1%
O=C(c1ccc(OC2CCN(Cc3ccccn3)CC2)cc1)N1CCCC(O)C1 (configuration not stated)	-0.4	3%	4	?	-11%	-12	7%	-6%	-2%
Cn1c(N)c(C(=O)COC(=O)c2ccccc2C(=O)c2ccccc2)c(=O)n(C)c1=O	0.3	-9%	-14	34%[activator]	11%	-23	1%	2%	-5%
CCOc1ccc(N(CC(=O)NC(C(C)C)C(C)C)S(=O)(=O)c2ccc(OC)c(OC)c2)cc1	-1.3	1%	-1	-1%	0%	3	4%	-11%	-2%
COc1ccccc1C(=O)NCCC(=O)N(Cc1ccco1)Cc1cccs1	-1.9	-1%	-7	66%[activator]	5%	22	1%	6%	-2%
COC(=O)c1cccc(COC(=O)c2cccnc2SC)c1	0.3	-2%	-3	?	20%	-7	-6%	-2%	-1%
O=C(CCn1c(=O)c2cccn2c2cccnc21)N1CCN(c2cccc(Cl)c2)CC1	-0.4&-0.3	-1%&4%	-2&-4	?	-32%[11.4 µM]	23	3%&-2%	5%&-4%	-9%&-2%
Fc1cc(F)c(NC(=S)N2CCOCC2)c(F)c1	0.5	-5%	-7	-12%	5%	1	8%	38%[activator]	1%
CC1(C)C(/C=C/C=C/C=C/C=C2\N(CCCCS(=O)(=O)O)c3ccc4ccccc4c3C2(C)C)=[N+](CCCCS(=O)(=O)[O-])c2ccc3ccccc3c21	.	2%	-1	.	?	.	-1%	-1%	-4%&-7%
COc1cccc(/C=N/NC(=S)NC2CC3CCC2C3)c1OC (configuration not stated)	-1.0	-3%	-3	13%	15%	-6	2%	7%	1%
O=C1CCN(Cc2ccc(O)cc2)CCN1CCO	0.2	-1%	0&3	-5%&9%	-8%	12	5%	21%	-3%
CC(OC(=O)c1cccnc1SCc1cc(=O)n2ccccc2n1)c1ccccn1 (configuration not stated)	-0.8	0%	5	-27%	-4%	2	-4%	-3%	-2%
CCOc1ccc(CNS(=O)(=O)c2c(C(=O)N3CCC(C)CC3)c(C)n(C)c2C)cc1OC	1.1	6%	-1	-26%	-4%	.	-1%	-5%	-1%
COc1ccc(/C=N/NC(=O)c2cccc(C(F)(F)F)c2)cc1	-0.3	5%	-3	-4%	-3%	10	7%	-1%	-5%
CC(C)Cc1nnc(NC(=O)C23CC4CC(CC(C4)C2)C3)s1	-0.4	2%	-3	78%[activator]	-15%	-2	2%	-5%	0%
COc1cccc(NC(=O)C(=O)NCCCn2ccnc2)c1	-0.1	2%	-8	-1%	-13%	-6	-8%	-3%	13%
CCOc1cccc(C(=O)Nc2c(C(=O)c3ccc(OC)cc3)oc3ccccc23)c1	.	3%	-6	-19%	13%	.	1%	2%	-1%
CC1(CCc2ccccc2)NC(=O)N(CC(=O)O)C1=O (configuration not stated)	-0.1	3%	-2	-11%	-37%[11.4 µM]	-3	2%	-3%	-5%
COC(=O)[C@@H]1C[C@@]2(O)[C@H](O)[C@H](O)[C@H](O)C[C@H]2N1CC1CC1	0.5	-1%	-1	-8%	6%	-8	1%	19%	-3%
COc1ccc(C(=O)NCc2nnc(SCC(=O)c3ccccc3)n2C)cc1	-0.1	-1%	-7	-2%	-11%	12	4%	-2%	9%
CCOC(=O)c1nc2cc3n(c(C)c-2c1C)C(C)C(C)=C3C (configuration not stated)	0.1	-2%	8	0%	-9%	1	-7%	2%	-8%
Cc1cc(N/N=C/c2ccc(F)cc2)nc(-n2nc(C)cc2C)n1	-1.2	-2%	-10	211%[activator]	8%	7	?	2%	-4%
COc1ccccc1S(=O)(=O)N(C)C[C@H]1OCc2cnnn2CCCC(=O)N([C@H](C)CO)C[C@H]1C	.	1%	-3	3%	.	.	-11%	.	-5%
CC(C)c1ccc(CNc2ncc(Br)cn2)cc1	0.3	-9%	-2	6%	16%	12	-1%	23%	5%
Cc1ccc(CCCOC(=O)C[N+]2(C)CCOCC2)cc1	-1.8	5%	8&-13	?	14%	-2	2%	6%	-3%
N#Cc1cc(-c2ccccc2)nnc1Sc1ccc(F)cc1	0.4	-5%	-3	0%	-31%	9	3%	1%	-2%
CC(NC(=O)c1cc2sccc2n1Cc1ccc(F)cc1)c1ccccc1 (configuration not stated)	0.0	-6%	1	-19%	-11%	.	-7%	5%	4%
O=C(c1ccc2c(=O)n3c(nc2c1)CCCCC3)N1CCN(c2ccc(F)cc2)CC1	0.4	-2%	-12	0%	10%	0	9%	-2%	-1%
CCOC(=O)[C@H]1[C@H]2COc3ccccc3[C@@H]2N2C(=O)[C@@H](CO)NC(=O)[C@@]12C	1.7	3%	-4	?	15%	1	0%	0%	7%
CC(=O)N1CCc2cc(Br)cc(S(=O)(=O)CCC(=O)NCc3ccc(F)cc3)c21	-0.1	-2%	1	-24%	-18%	.	-5%	1%	-4%
CCc1ccc(-c2csc(NC(=O)c3cccnc3)n2)cc1	-4.9	-1%	-8	-9%	-51%	-4	-2%	-2%	-1%
CCOc1ccc(S(=O)(=O)N(C)CCO)cc1-c1nc2c(C(C)(C)C)nn(C)c2c(=O)[nH]1	1.1	1%	0	15%	-29%	-3	-2%	.	0%
O=C1c2cccc([N+](=O)[O-])c2C(=O)N1c1ccccc1	0.6	1%	0	-26%	-13%	19	12%	-1%	-2%
CC1=CC2=C(C=O)C(=O)C(C)(O)C(O)C2=CO1 (configuration not stated)	.	-10%	-2	10%	.	.	-6%	.	10%
CN(c1cccc(NC(=O)c2ccccc2N(Cc2ccccc2)S(C)(=O)=O)c1)S(C)(=O)=O	-0.1	2%	0	6%	6%	-7	2%	0%	-3%
CCOc1ccc(NC(=O)CCc2c(C)nc3cc(-c4ccccc4OC)nn3c2C)cc1	0.1	-7%	-3	?	7%	.	1%	-4%	1%
COC(=O)c1ccc(NC(=O)CSc2nccn2Cc2ccc(Cl)cc2)cc1	-0.6	11%	-5	-7%	-35%	.	3%	-4%	0%
CCOC(=O)c1oc2ccc(S(=O)(=O)n3nc(-c4cc(OC)cc(OC)c4)cc3N)cc2c1C	0.5	0%	1	-16%	-7%	.	-9%	2%	-2%
Cc1ccccc1Cn1ccc(NC(=O)c2nn(C)cc2[N+](=O)[O-])n1	2.2	-23%	1	-3%	21%	31*	?	8%	-11%
CSc1ccccc1OCc1cc(C(=O)NCc2csc(C(C)C)n2)no1	-1.0	1%	-1	-2%	18%	-27	-2%	-5%	-2%
CCOC(=O)N1CCN(Cc2nc3cc(NC(=O)c4ccco4)ccc3n2C)CC1	1.5	4%	-1	-2%	-32%	8	5%	7%	2%
CSCCC(NS(=O)(=O)c1ccc(Cl)cc1)C(=O)OCC(=O)N(C(C)C)C(C)C (configuration not stated)	0.8	1%	-3	20%	36%	-11	0%	-1%	-2%
CC(=O)Nc1ccc(NC(=O)/C=C/c2cccc(C(F)(F)F)c2)cc1	-1.1	-2%	-6	-6%	-6%	-4	6%	5%	-2%
COc1ccc(-c2cc3c(=O)n(CC(=O)NCCCc4ccccc4)ncn3n2)cc1	0.2	1%	-12	0%	5%	-1	6%	-3%	-3%
O=[N+]([O-])c1ccc(NS(=O)(=O)c2ccc(Cl)c(Cl)c2)cc1	.	-12%	-10	?	.	.	.	.	-2%
CCN(c1ccc(Cl)cc1)S(=O)(=O)c1nnc(NC(=O)C2CCCCC2)s1	-0.5	6%	-3	-15%	1%	.	-25%	-1%	-4%
CCN(CC(=O)NC(C)C)Cc1nc2sc3c(c2c(=O)[nH]1)CCC3	-0.4	1%	-3	102%[activator]	25%	8	-4%	-1%	-5%
Cc1[nH]n(-c2ncc(-c3ccccc3)s2)c(=O)c1C(c1ccc(Cl)cc1)C(C#N)C#N (configuration not stated)	.	-23%	-9	?	?	.	-4%	.	0%
CC(C)c1nc(N2CCOCC2)c(C#N)c2c1CCC2	-0.4	1%	-1	0%	10%	-1	4%	-2%	-4%
NC(=O)c1ccc(NC(=O)COC(=O)CC2Sc3ccccc3NC2=O)cc1 (configuration not stated)	-0.1	-4%	-4	-12%	3%	4	-2%	7%	2%

High-throughput results: PubChem, National Center for Advancing Translational Sciences (NCATS)

An excerpt; rates above refer to the full screens.
